TDP1 cell noCPT: qHTS for Inhibitors of human tyrosyl-DNA phosphodiesterase 1 (TDP1): qHTS in cells in absence of CPT; 420,000 tested, 15% active; Potency, µM (highest dose often 46.2 µM), without a hit: at the highest dose activity change, negative = growth inhibition, usual class: inhibitors; DT40 Tdp1-/- hTDP1 cells, no CPT, ATP luminescence, 48 h; AID 686978, 2013; further: nearly all actives have a fitted effect of over 55% in size
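A cellular qHTS used chicken DT40 cells lacking endogenous Tdp1 but carrying stably transfected human TDP1. Compounds were applied without camptothecin, and cell growth kinetics were judged by ATP-dependent luminescence after ≥48 hr.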
DT40 TDP1 CPT: growth inhibition of DT40 Tdp1-/-;hTDP1 cells with camptothecin (screen for TDP1 inhibitors); chicken DT40 Tdp1-/-;hTDP1 cells + 20 nM CPT, ATP luminescence, 48 h; Potency, µM (highest dose often 46.2 µM), for the others: at the top dose activity change, negative = growth inhibition, most hits filed as inhibitors; 420,000 tested, 12% active; further: nearly all actives have a fitted effect of over 55% in size
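Cell growth measured by CellTiter-Glo luminescence after a minimum 48 h, 37 C compound exposure with 20 nM CPT in Tdp1-knockout DT40 cells stably expressing hTDP1, seeded 400/well; qHTS titration format.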
KAT2A inh: blocks human GCN5L2 histone acetyltransferase | Q92830 | GCN5L2 HAT assay, ThioGlo1 CoA-SH fluorescence | Potency, µM (top dose mostly 58.9 µM), for the others: at the highest dose activity change, negative = inhibition, usual class: inhibitors | 390,000 tested, 0.21% active | AID 504327
Target sequence (Q92830 whole entry, looked up): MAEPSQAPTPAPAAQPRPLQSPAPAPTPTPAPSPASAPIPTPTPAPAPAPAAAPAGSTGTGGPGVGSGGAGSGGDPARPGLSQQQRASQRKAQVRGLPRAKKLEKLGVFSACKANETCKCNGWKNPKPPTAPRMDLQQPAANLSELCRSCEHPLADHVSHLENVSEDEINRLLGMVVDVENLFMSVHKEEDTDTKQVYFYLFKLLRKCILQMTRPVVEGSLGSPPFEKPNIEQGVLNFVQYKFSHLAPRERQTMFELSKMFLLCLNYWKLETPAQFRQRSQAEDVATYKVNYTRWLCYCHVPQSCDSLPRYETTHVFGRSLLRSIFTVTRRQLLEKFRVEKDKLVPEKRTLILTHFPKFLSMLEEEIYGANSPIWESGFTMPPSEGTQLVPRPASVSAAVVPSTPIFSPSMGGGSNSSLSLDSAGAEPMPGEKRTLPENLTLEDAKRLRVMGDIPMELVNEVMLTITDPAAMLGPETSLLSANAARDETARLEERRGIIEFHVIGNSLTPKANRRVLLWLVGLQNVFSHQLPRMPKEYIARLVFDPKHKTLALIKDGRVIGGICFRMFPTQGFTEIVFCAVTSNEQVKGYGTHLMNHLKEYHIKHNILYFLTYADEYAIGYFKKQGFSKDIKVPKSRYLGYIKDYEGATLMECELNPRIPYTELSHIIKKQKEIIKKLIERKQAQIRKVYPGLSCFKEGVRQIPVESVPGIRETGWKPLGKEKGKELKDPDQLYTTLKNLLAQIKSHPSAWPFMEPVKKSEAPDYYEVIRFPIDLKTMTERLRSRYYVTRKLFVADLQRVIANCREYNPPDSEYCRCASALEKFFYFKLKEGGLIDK
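ThioGlo1-coupled HAT assay: 20nM GCN5L2, 70uM acetyl-CoA, 75uM H3(1-25) peptide, pH 7.5. Fluorescence read at 340/540nm at start and after 20 min at room temperature.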
Numbers without * were called inactive; ? = inconclusive; · = not tested or not shown; [ ] = remark or other dose. The call rests on the fitted dose curve; in most records, active means well fitted curve in the direction sought with a large enough effect; inconclusive means small, poorly fitted or top-dose-only effect, or another doubt; inactive means no such curve, though single readings can be large; an effect the other way counts as inactive or inconclusive. On the % scale 0 is the no-effect control and ±100 the full control effect; potency means the concentration at half of the fitted maximal effect.

canonical_smiles	TDP1 cell noCPT	DT40 TDP1 CPT	KAT2A inh
CC1=C(C(=O)Nc2ccccc2)C(c2ccc(C)o2)n2c(s/c(=C/c3ccccc3)c2=O)=N1 (stereo unspecified)	?	-23%	-15%
COc1ccccc1N1CCN(C(=O)CN(C2CCCCC2)S(C)(=O)=O)CC1	?	-9%	8%
Cc1c(O)ccc(C(=O)CN2C(=O)c3ccccc3C2=O)c1O	-22%	14%	-4%
O=C(Nc1ccccc1)/C(=C\c1ccco1)NC(=O)c1ccco1	-15%	-12%	-2%
CC1(C(=O)NS(=O)(=O)c2ccc3ccccc3c2)CCN1C(=O)C1(c2ccc(Cl)cc2)CCC1 (stereo unspecified)	-25%	-24%	·
NCC1O[C@@H](OC2C(N)CC(N)C(O)C2O[C@@H]2OC(CO)C(O)C2O)C(N)C(O)C1O (stereo partly specified)	-1%	-29%	10%
Cc1ccc(Cl)cc1-n1c(CCC(=O)O)ccc1-c1cccs1	1%	11%	-3%
Cc1ccc(-n2cc(CN3CCCN(C=O)CC3)c(-c3ccc(F)cc3)n2)cc1	?	?	-12%
O=C(N/N=C/c1ccccc1O)c1cc[n+]([O-])cc1	29µM*	15µM*	-4%
COc1ccc(CCC(=O)N2CCCC(Nc3ccccc3)C2)cc1OC (stereo unspecified)	-15%	-25%	0%
O=C(C1=C[C@@H](c2ccccc2)C[C@@H](OCc2ccc(CO)cc2)O1)N1CCCCCCC1	?	?	0%
O=C(Nc1cccc(NC(=O)c2cccc(F)c2)c1)c1ccccc1	-10%	-13%	3%

Later entries:
canonical_smiles	TDP1 cell noCPT	DT40 TDP1 CPT	KAT2A inh
COc1ccc([C@@H](C)NC(=O)CCc2nnc(-c3cc(C)on3)o2)cc1	?	-14%	-22%
CSc1cccc(NS(=O)(=O)c2cc(Br)cnc2N)c1	-5%	11%	-5%
NC(=S)c1csc(CCNC(=O)c2ccccc2)n1	-20%	1%	·
COc1ccccc1NC(=S)N(c1ccccc1)C(C)C	-25%	-19%	-3%
Cc1ccc(C)c(C(=O)CCC(=O)O)c1	-16%	-9%	-11%
COc1ccc(C2CC(C(C)(C)C)=NN2c2ccc(S(N)(=O)=O)cc2)cc1 (stereo unspecified)	?	?	-1%
Cc1cc(C)n(NC(=S)NC2CCCCC2)c(=O)c1C#N	-18%	-14%	-2%
NNC(=O)c1oc2ccccc2c1-n1cccc1	?	1%	-14%
S=C1NCN(Cc2ccco2)CN1c1ccccc1	9%	5%	?
Cc1cccc(-n2cnc(C(=O)NC3CCCCCC3)c2)n1	?	3%	-5%
Cc1nn(C(=O)c2cccc([N+](=O)[O-])c2C)c(C)c1S(=O)(=O)N1CCCCCC1	-7%	-22%	-11%
CCCCN1C(=O)NC(NC(=O)c2ccco2)(C(F)(F)F)C1=O (stereo unspecified)	-1%	3%	-17%

Single entries from the list:
Under TDP1 cell noCPT, Cc1ccc(C)c(C(=O)CCC(=O)O)c1 reads -16%
Under TDP1 cell noCPT, COc1ccccc1NC(=S)N(c1ccccc1)C(C)C reads -25%
Under TDP1 cell noCPT, Cc1cc(C)n(NC(=S)NC2CCCCC2)c(=O)c1C#N reads -18%
Under KAT2A inh, COc1ccc(C2CC(C(C)(C)C)=NN2c2ccc(S(N)(=O)=O)cc2)cc1 (stereo unspecified) reads -1%
Under KAT2A inh, CSc1cccc(NS(=O)(=O)c2cc(Br)cnc2N)c1 reads -5%
Under TDP1 cell noCPT, NC(=S)c1csc(CCNC(=O)c2ccccc2)n1 reads -20%

The list continues.
canonical_smiles	TDP1 cell noCPT	DT40 TDP1 CPT	KAT2A inh
CC(=O)C1C(c2ccccc2)c2c(n[nH]c2C)CC1(C)O (stereo unspecified)	3%	-8%	-8%
Cc1ccc(S(=O)(=O)N2CCN(c3ncccn3)CC2)cc1C	?	5.8µM*	·
O=C1/C(=C/c2ccncc2)SC(=S)N1C1CCS(=O)(=O)C1 (stereo unspecified)	8.2µM*	5.8µM*	?
CC1CCN(c2ccccc2NC(=S)NC(=O)C(C)(C)C)CC1	?	?	-8%
CCCCCCC1CCC(C(=O)NC(CCSC)C(=O)NC(C(=O)OC)C(C)C)CC1 (stereo unspecified)	?	?	-2%
CCOc1ccc2nc(N3CCN(C(=O)CS(=O)(=O)c4ccc(F)cc4)CC3)sc2c1	16µM*	15µM*	-2%
CCOc1ccc(C(=O)Nc2cccc(C(=O)OCc3cc(=O)n4cc(C)sc4n3)c2)cc1	-4%	4%	31%[activator]
CCOCCCn1c(=S)[nH]c2cc(C(=O)N3CCC(C(N)=O)CC3)ccc2c1=O	4%	-4%	1%
COc1cccc(-c2ccccc2C2=CC(=O)CC(C)(C)C2=O)c1	?	-15%	·
CC1=C(C)CC(C(=O)Nc2cccc([N+](=O)[O-])c2)C(C(=O)O)C1 (stereo unspecified)	-16%	-7%	-5%
O=C(O)/C(=C\c1cccs1)c1ccc(F)cc1	15%	-1%	-10%
O=[N+]([O-])c1ccc(C2NS(=O)(=O)N=C3CCCCCN32)cc1 (stereo unspecified)	?	-15%	0%

Going on with the list.
canonical_smiles	TDP1 cell noCPT	DT40 TDP1 CPT	KAT2A inh
COc1ccc(NC(=O)CSc2ccccc2)c(OC)c1	?	5%	-3%
CC(/C=C/C1(O)C(C)CC(O)CC1(C)C)OC1OC(CO)C(O)C(O)C1O (stereo unspecified)	4%	5%	9%
Cc1cccc(/C=N/NC(=O)c2ccc(F)cc2)n1	?	?	-11%
Cc1cccc(C(=O)NNc2ncnc3c2cnn3C)c1	-1%	2%	-3%
CCC(C)c1ccc(NC(=S)NCc2ccccc2OC)cc1 (stereo unspecified)	23µM*	?	-10%
CCn1c(=O)c2cc(C(=O)NC(C)C)sc2c2ccccc21	?	?	-3%
Cc1noc(C)c1S(=O)(=O)N1CCC(C(=O)Nc2ccccn2)CC1	-15%	-10%	·
O=c1c2ccccc2c2ccccc2c(=O)n1Nc1ccccc1	-5%	6%	·
COc1ccc([C@@H]2CC(=O)c3c(O)cc(O[C@@H]4OC(CO[C@@H]5OC(C)[C@H](O)[C@@H](O)[C@H]5O)[C@@H](O)[C@H](O)[C@H]4O)cc3O2)cc1O (stereo partly specified)	19%	2%	-4%
CC(=O)Nc1ccc(C(=O)N/C(=C/c2ccccc2)C(=O)NCc2ccco2)cc1	3%	9%	-2%
O=C(c1noc2c1CCCC2)N1CCCC(N2CCN(c3ccccc3F)CC2)C1 (stereo unspecified)	?	29µM*	3%
COc1ccc(NC(=O)CSc2nnc(N)s2)c([N+](=O)[O-])c1	-16%	-19%	-7%

Continued:
canonical_smiles	TDP1 cell noCPT	DT40 TDP1 CPT	KAT2A inh
CC(C)CC(=O)Nc1c2c(nn1-c1ccc(F)cc1)CSC2	-4%	-3%	-5%
O=C(O)CCN1C(=O)c2ccccc2C1=O	-2%	10%	0%
O=C(CC1NCCNC1=O)NC1Cc2ccccc2C1 (stereo unspecified)	3%	-10%	0%
CC1CC(C)CN(C(=O)c2ccc(S(=O)(=O)N3CC(C)CC(C)C3)cc2)C1 (stereo unspecified)	18µM*	23µM*	-11%
CCCN1CCC(NC(=O)Nc2ccc(OC)c(OC)c2)CC1	-5%	13%	-11%
CCc1ccc(-c2nc(CN3CCC(C(=O)NCCc4ccc(OC)c(OC)c4)CC3)c(C)o2)cc1	?	16µM*	-7%
Cn1c(Cl)nc2c1c(=O)n(Cc1cccc(Br)c1)c(=O)n2C	?	?	-4%
Cn1cc(-c2csc(C(O)c3ccc(F)cc3)n2)cn1 (stereo unspecified)	?	?	·
Cc1ccc(-c2ccc([C@H]3[C@@H]4C=CCC[C@@]4(C)C(=O)N3Cc3ccccc3)c(F)c2)cc1	?	?	-3%
COC(=O)c1cc(OC)c(OC)cc1-n1cnc2cc(OC)c(OC)cc2c1=O	1%	-20%	-3%
COc1ccccc1C1=NN(C(=S)Nc2ccccc2)C(c2ccco2)C1 (stereo unspecified)	?	?	?
Cc1ccc(SCC(=O)N=C2NC(=O)CS2)cc1	6%	11%	-4%

More records.
canonical_smiles	TDP1 cell noCPT	DT40 TDP1 CPT	KAT2A inh
CC(O)CCc1ccc(O)cc1 (stereo unspecified)	-91%	-96%	-2%
C/C(=N\NC(=O)CNC(=O)c1ccc2c(c1)OCCO2)c1ccco1	-10%	-3%	-2%
CCN(c1cccc(C(F)(F)F)c1)S(=O)(=O)c1ccc2c(c1)CCN2C(C)=O	?	?	-1%
COC1=CC(=O)OC(C)(c2ccccc2)C1 (stereo unspecified)	-8%	-20%	·
COc1ccc(/C=C/C(=O)c2ccccc2)cc1Cn1nnc2ccccc21	23µM*	?	-14%
O=C(O)CCC(=O)N1CCC[C@H]1C(=O)O	2%	6%	-14%
O=C(O)c1ccc(-c2ccc(/C=C3\NC(=O)N(Cc4ccc(Cl)cc4)C3=O)o2)cc1	-23%	?	-12%
Cc1ccc(NS(=O)(=O)c2cnc(N)nc2)c(C)c1	0%	4%	-1%
CCCCNC(=O)C(NC(=O)c1ccccc1)C(=O)c1ccccc1 (stereo unspecified)	-11%	-2%	·
CCSc1nn2c(=O)c3ccccc3nc2s1	?	-24%	-14%[0.501 µM]
C/C(Cc1ccccc1)=N\NC(=O)CNC(=O)c1ccc(Cl)cc1	0%	5%	0%
COc1ccc(-c2ccc(=O)n(Cc3cccc(Cl)c3)n2)cc1	?	?	-20%

Further structures follow.
canonical_smiles	TDP1 cell noCPT	DT40 TDP1 CPT	KAT2A inh
CCOC(=O)c1sc(N(Cc2ccccc2)C(=O)COC(=O)c2ccc(O)cc2)nc1C	5.8µM*	9.2µM*	-10%
CCC(C)NC(=O)c1ccccc1NC(=O)CN1C(=O)c2cccc3cccc1c23 (stereo unspecified)	1%	-1%	-16%
COC(=O)Cn1c(=O)oc2ccc(C)cc21	?	?	2%
CCOc1cc(S(=O)(=O)n2ccnc2C(C)C)ccc1Cl	-22%	-26%	-3%
CCOC(=O)[C@H]1[C@H]2COc3cc(OC)ccc3[C@@H]2N2C(=O)CN(Cc3ccc(C)cc3)C(=O)[C@@]12C	?	?	0%
Fc1ccc(Nc2nc(Oc3ccccc3F)nc(N3CCCC3)n2)cc1	?	-28%	-5%
COc1ccc(C)cc1Nc1nc2cc(Cl)c(Cl)cc2nc1-n1nc(C)cc1C	3%	6%	-2%
O=C(COC(=O)/C=C/c1ccccc1)NCCNC(=O)COC(=O)/C=C/c1ccccc1	-12%	-15%	-3%
CCCCC(CC)C(=O)Nc1cc(C(=O)NCCC)ccc1N1CCC2(CC1)CC(c1cccc(Br)c1)=NO2 (stereo unspecified)	-21%	-12%	-9%
COC(=O)c1c(NC(=O)CCS(=O)(=O)c2ccccc2)sc2c1CCN(C)C2	3.7µM*	5.8µM*	-3%
COc1ccc(OC)c(NC(=O)N2CCCC(C(=O)c3ccccc3OC)C2)c1 (stereo unspecified)	-4%	?	-3%
O=C(NC(=S)Nc1ccc(Cl)cn1)C(c1ccccc1)c1ccccc1	23µM*	?	-8%

Other entries
canonical_smiles	TDP1 cell noCPT	DT40 TDP1 CPT	KAT2A inh
O=S1(=O)N=C2CCCCCN2C(c2ccccc2)N1 (stereo unspecified)	-2%	-6%	-12%
CC1Nc2ncnc(N3CCOCC3)c2N(Cc2ccc(Cl)cc2)C1=O (stereo unspecified)	?	-23%	-1%
CC(=O)Nc1ccc(NC(=O)c2ncoc2-c2ccco2)cc1	?	5%	3%
FC(F)(F)c1ccccc1Cc1c(-c2ccccc2)nc2ccc(Br)cn12	?	?	·
COc1ccc2c(C)c(CCC(=O)NCCc3ccccc3OC)c(=O)oc2c1	?	?	-11%
O=C(NCc1ccco1)c1cc(-c2ccc3c(c2)OCO3)on1	-20%	-7%	-14%
COc1cc([N+](=O)[O-])ccc1-c1ccc(/C=N/NC(N)=O)o1	-16%	9%	-1%
Cc1nc2ccccc2c(=O)n1CCc1ccccc1	?	?	23%
O=C(C1CCC1)N1CCc2cc(S(=O)(=O)NCC3COc4ccccc4O3)ccc21 (stereo unspecified)	-28%	?	-1%
O=C(CCNC(=O)c1ccccc1)Oc1ccc([N+](=O)[O-])cc1	-13%	-11%	-3%
NS(=O)(=O)c1ccc(NC=C2C(=O)OC3(CCCCC3)OC2=O)cc1	-1%	-4%	-4%
COc1cccc(-c2cc(C(=O)Nc3ccc(N(C)C(C)=O)cc3)c3cc(Br)ccc3n2)c1	1.8µM*	1.8µM*	·
Clc1ccc(CNC2CCCC2)cc1	-13%	-20%	0%

Entries of single compounds as entered above.
O=C(N/N=C/c1ccccc1O)c1cc[n+]([O-])cc1 is listed as TDP1 cell noCPT: 29µM*; DT40 TDP1 CPT: 15µM*; KAT2A inh: -4%
Cc1cc(C)n(NC(=S)NC2CCCCC2)c(=O)c1C#N is listed as TDP1 cell noCPT: -18%; DT40 TDP1 CPT: -14%; KAT2A inh: -2%

Not all compounds are listed; count on the stated rates, not on these rows.
